Vif imaging: HIV Vif inhibition | HEK293T cells, Vif self-association by quenched fluorescence, imaging, 24 h | 340,000 tested, 0.35% active | inhibition, % at 7.49 µM | AID 602346; in the data active = inhibition above about 50%, passing the limit was not always enough; note: some results filed as inactive read as strong as hits
Glyco luc inh: N-linked glycosylation inhibition | D54 ERlucT glycosylation luciferase reporter, 24 h; percent of 100 nM tunicamycin response | reporter increase, % at 12.5 µM | 360,000 tested, 0.23% active;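 active = mean luciferase reporter signal, scaled so untreated is 0 and the glycosylation-blocking control 100, at or above a set limit in every replicate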;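 note: luciferase carries N-glycosylation sites so blocking glycosylation raises the light; 0% = median of neutral control wells and 100% = median of 100 nM tunicamycin wells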
NOD2-RIPK2 inh: inhibitors of human NOD2-RIPK2 interaction; CHO BLA complementation NOD2-RIPK2, CCF4 ratio; AID 624267; inhibition, % at 4.98 µM; 360,000 tested, 0.38% active; in the data active = inhibition above about 21%;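 note: 0% = vehicle only and 100% = reference blocker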
MC4R barr agon: agonists of human melanocortin 4 receptor (MC4R) beta-arrestin | U2OS MC4R beta-arrestin complementation, luminescence; percent of melanotan II response, DMSO zero | activation, % at 8.9 µM | 360,000 tested, 0.98% active | AID 540308;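 active = activation above a per-plate cutoff, the mean activation of sample wells on that plate plus 3 SD, cut at about 8% in these data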
Granule exo inh: lytic granule exocytosis inhibition; TALL-104 LAMP-1 surface exposure, flow cytometry; cells stimulated with thapsigargin and PMA; inhibition, % at 10 µM; 360,000 tested, 0.66% active; AID 651702;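 active = inhibition above about 55%, limit read from the data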
TLR9-MyD88 block: blocks human TLR9 binding to MyD88; CHO BLA complementation TLR9-MyD88, CCF4 FRET ratio; Q9NR96+Q99836; 340,000 tested, 0.21% active; AID 504734; inhibition, % at 4.98 µM;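 active = inhibition above the mean over all tested compounds plus 3 SD, cut at about 21% in these data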;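 note: 0% = DMSO only wells and 100% = clavulanate BLA inhibitor control wells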
aDG glyco up: increases alpha dystroglycan glycosylation | Pro5-aDG cells, alpha-DG glycosylation AlphaScreen (IIH6); 0% Pro5, 100% B10-LARGE cell signal | activation, % at 10 µM | 360,000 tested, 0.22% active;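 active = activation of at least 8% versus controls, or a plate z-score of at least 8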;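 note: Pro5 are CHO cells carrying HIG-tagged alpha-DG that lacks glycosylation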
ABCB6 inh 2: human ABCB6 transporter inhibition; 360,000 tested, 0.19% active; Q9NP58; fluorescence ratio to DMSO, % at 10 µM; K562-ABCB6 porphyrin accumulation, flow cytometry, 1 h; hits give low values;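 active = fluorescence ratio to DMSO below 75%, the collection mean minus 3 SD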;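 note: signal is porphyrin accumulated inside mitochondria; 100% equals median channel fluorescence of DMSO control wells; lower ratio means ABCB6 inhibition with less porphyrin fluorescence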
Target sequence (Q9NP58 whole entry, looked up): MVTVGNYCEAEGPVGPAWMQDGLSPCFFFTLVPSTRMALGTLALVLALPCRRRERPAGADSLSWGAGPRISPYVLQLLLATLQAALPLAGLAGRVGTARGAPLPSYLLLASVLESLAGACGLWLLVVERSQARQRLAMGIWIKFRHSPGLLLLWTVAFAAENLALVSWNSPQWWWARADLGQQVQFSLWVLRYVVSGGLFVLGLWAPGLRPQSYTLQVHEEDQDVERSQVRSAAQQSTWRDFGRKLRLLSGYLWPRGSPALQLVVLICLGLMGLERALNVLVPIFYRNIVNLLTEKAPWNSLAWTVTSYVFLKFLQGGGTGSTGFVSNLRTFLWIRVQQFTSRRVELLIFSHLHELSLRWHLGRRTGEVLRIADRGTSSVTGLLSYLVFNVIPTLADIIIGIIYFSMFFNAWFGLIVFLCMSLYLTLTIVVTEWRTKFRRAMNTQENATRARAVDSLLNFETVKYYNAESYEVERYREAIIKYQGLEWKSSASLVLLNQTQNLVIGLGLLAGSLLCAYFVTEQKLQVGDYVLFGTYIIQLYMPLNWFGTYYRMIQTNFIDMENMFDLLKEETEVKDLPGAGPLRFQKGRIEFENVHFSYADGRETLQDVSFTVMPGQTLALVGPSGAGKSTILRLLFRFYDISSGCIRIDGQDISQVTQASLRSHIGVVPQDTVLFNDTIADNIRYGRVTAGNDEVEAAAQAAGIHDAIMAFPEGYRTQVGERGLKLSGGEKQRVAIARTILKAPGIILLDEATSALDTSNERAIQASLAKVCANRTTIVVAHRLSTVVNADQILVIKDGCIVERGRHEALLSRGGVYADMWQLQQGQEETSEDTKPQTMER
ABHD5 PLIN5 PPI: blocks binding of human ABHD5 to perilipin-5; Q00G26+Q8WTS1; Split G. princeps luciferase complementation, luminescence, 4 h; inhibition, % at 4 µM; 360,000 tested, 0.78% active; AID 602281;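 active = inhibition above the mean inhibition across every tested compound plus 3 SD, cut at about 22% in these data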;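 note: 0% = DMSO only wells and the 100% control is not disclosed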
MC4R antagonist: human MC4R antagonism in cAMP assay. 360,000 tested, 0.48% active. inhibition, % at 6.5 µM. AID 540295. MC4R-expressing cells, MTII-stimulated cAMP, LANCE TR-FRET;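 active = inhibition above its plate's cutoff, the mean of tested wells on that plate plus 3 SD, cut at about 29% in these data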;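 note: 0% = Melanotan II alone and 100% = Melanotan II plus saturating MCL0020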
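Assay system: human MC4R-expressing U2OS cells; reagent: Melanotan II stimulation of cells; dosing: 6.5 µM single dose; timing: compound 30 min, challenge 1 h, detection 1 h; signal: TR-FRET cAMP assay; replicates: one well per compound, no replicates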
Active calls of the source: *; . = not tested or not shown. A portion of the library (hit frequency here may not be typical).

The first 2 entries (preview)
No.	Molecule	Vif imaging	Glyco luc inh	NOD2-RIPK2 inh	MC4R barr agon	Granule exo inh	TLR9-MyD88 block	aDG glyco up	ABCB6 inh 2	ABHD5 PLIN5 PPI	MC4R antagonist
1	COc1ccc(OC)c(NC(=O)CC2C(=O)NCCN2C(=O)c2ccccc2)c1 (configuration not stated)	-6	0	-2	-1.1	3	-6	0.0	95	3	2
2	NC1=NC(=O)/C(=C\C=C\c2ccccc2)S1	-3	5	-2	-1.4	0	-4	0.4	97	-2	-17

Results, repeating the preview:
No.	Molecule	Vif imaging	Glyco luc inh	NOD2-RIPK2 inh	MC4R barr agon	Granule exo inh	TLR9-MyD88 block	aDG glyco up	ABCB6 inh 2	ABHD5 PLIN5 PPI	MC4R antagonist
1	COc1ccc(OC)c(NC(=O)CC2C(=O)NCCN2C(=O)c2ccccc2)c1 (configuration not stated)	-6	0	-2	-1.1	3	-6	0.0	95	3	2
2	NC1=NC(=O)/C(=C\C=C\c2ccccc2)S1	-3	5	-2	-1.4	0	-4	0.4	97	-2	-17
3	CC(O)c1ccc2c(c1)OCCOCCN(C)CCOCCO2 (configuration not stated)	-1	0	3	0.5	-1	-11	0.0	95	-5	-1
4	CCC(=O)c1ccc(OCC(=O)OC(C)C(=O)NCc2ccc3c(c2)OCO3)cc1 (configuration not stated)	7	4	4	-3.1	3	-7	0.0	94	4	23
5	O=C(Nc1ccc(O)cc1)c1cc2ccccc2c(=O)s1	-4	-7	5	1.1	-2	12	0.0	98	0	17
6	Cc1ccnc(NS(=O)(=O)c2ccc(NC(=O)C3CCCO3)cc2)n1 (configuration not stated)	5	3	-12	-1.6	-2	-5	0.1	98	-1	7
7	O=C(COC(=O)/C=C/c1ccc(C(F)(F)F)cc1)NCC1CCCCC1	-6	0	-10	-1.6	-1	-7	0.1	97	6	10
8	Cc1[nH]c2ccc(C(=O)OCC(=O)Nc3cccc(S(N)(=O)=O)c3)cc2c1C	28	2	-2	-0.8	4	0	0.0	99	0	9
9	C=C(C)CN(CC)C(=O)CC1C(=O)NCCN1CC(C)(C)C (configuration not stated)	14	2	-9	-0.8	-2	2	0.1	91	-5	8
10	Cc1nn(CC(O)CN2c3ccccc3Sc3ccccc32)c(C)c1Br (configuration not stated)	-4	2	-4	1.2	-1	-2	-0.1	94	2	2

Screen by screen, from the results shown:
Granule exo inh, compounds 4 to 9 → 3, -2, -2, -1, 4, -2
ABCB6 inh 2, compounds 4 to 9 → 94, 98, 98, 97, 99, 91

Following part.
No.	Molecule	Vif imaging	Glyco luc inh	NOD2-RIPK2 inh	MC4R barr agon	Granule exo inh	TLR9-MyD88 block	aDG glyco up	ABCB6 inh 2	ABHD5 PLIN5 PPI	MC4R antagonist
11	COc1ccc(N2C(=O)CC(N3CCN(c4ccc(S(=O)(=O)N5CCCC5)cc4)CC3)C2=O)cc1 (configuration not stated)	-1	-1	-6	-1.6	-2	7	-0.5	100	5	1
12	Cn1c(=O)c(=O)n(C)c2cc(S(=O)(=O)N3CC(=O)N(CCc4ccccc4)C(=O)C3)ccc21	24	1	2	-1.3	4	0	0.0	98	2	-2
13	O=C(c1cc2cc(Cl)ccc2o1)N1CCCCCC1	-9	-3	5	-0.7	-4	-1	0.1	99	-2	14
14	S=C(NCCc1ccccn1)Nc1cc(Cl)cc(Cl)c1	0	1	-1	-0.1	-4	7	1.7	102	4	0
15	COC(=O)Cn1c2ccccc2c2nc(=O)cc(C)n21	-8	2	-3	1.8	-4	-1	0.4	97	-2	-5
16	Cc1nnc(SCC2=C(C(=O)O)N3C(=O)C(NC(=O)Cn4nc(C(F)F)cc4C)C3SC2)s1 (configuration not stated)	12	1	2	-2.9	-1	2	0.1	93	-1	7
17	CCOC(=O)c1c(C)[nH]c(C(=O)COC(=O)/C=C/c2ccc(O)c(OC)c2)c1C	50*	3	-2	-0.2	-5	0	-0.1	91	-6	-3
18	O=C1COc2ccc(C(=O)COC(=O)CCCOc3ccccc3)cc2N1	-3	-1	0	0.8	-11	-8	-0.2	93	10	6
19	O=C(OC1CCOC1=O)c1ccc(NS(=O)(=O)c2cccs2)cc1 (configuration not stated)	19	1	-3	-0.4	6	-7	-0.3	98	-7	5
20	CC(CCc1ccccn1)C(=O)C(C)CCc1ccccn1 (configuration not stated)	5	-1	4	-1.8	18	4	0.0	99	-2	10
21	Cc1c(Nc2nc(-c3ccccc3)cs2)c(=O)n(-c2ccccc2)n1C	2	-1	-7	-0.7	-1	5	-0.3	97	5	3
22	Nc1c(NCCN2CCCCC2)c2ccccc2oc1=O	-5	5	-10	-1.5	-1	6	0.1	96	-1	17
23	COCCNC(=S)N(CCc1c(C)[nH]c2ccc(F)cc12)Cc1ccc(C)cc1	-13	-7	-17	1.5	77*	-1	0.7	97	-5	5
24	COc1cc2c(cc1OC)C(c1cc(Br)ccc1F)N(C(=O)CCl)CC2 (configuration not stated)	-6	22	4	1.6	3	-7	-0.1	98	12	-15
25	COc1cc(C)c(Cl)cc1S(=O)(=O)n1ccnc1	9	3	-7	-0.8	2	6	0.0	104	-5	-1
26	Cc1cc(=O)oc2c1c(C)nn2-c1ccc(Cl)cc1	-4	0	-5	-1.7	2	-2	0.0	104	-6	3
27	CCOC(=O)C1CCN(C(=O)CC(C)c2ccccc2)CC1 (configuration not stated)	-5	-1	8	-0.1	13	9	0.1	95	4	8
28	Nn1c(SCc2cccc(C(F)(F)F)c2)nnc1-c1ccco1	-1	8	-6	-0.3	0	-3	-0.3	95	-9	-1
29	CCCCNC(=O)Cn1nnc(-c2ccccc2)c1COc1ccc(C(C)=O)cc1	4	2	-13	-0.2	8	.	0.0	95	7	-4
30	CSc1ccccc1NC(=O)CN(c1ccccc1)S(=O)(=O)N(C)C	-4	-1	-7	0.2	-4	4	0.0	104	4	7
31	C#CCN1C=CC(=O)[C@@H](OC(=O)Nc2ccc(Cl)cc2)[C@H]1c1ccccc1Br	.	1	-3	1.2	1	3	-0.3	94	0	16
32	Cc1ccc(-n2nc3ccc(N)cc3n2)cc1C	-1	-12	-16	1.9	0	9	0.4	115	4	-3
33	CC(C)(C)OCC(O)CN1CCN(C(=O)c2ccccc2)CC1 (configuration not stated)	0	0	-1	0.7	2	6	-0.2	91	-4	4
34	CCOC(=O)C1=NNC(C(=O)c2ccc(C)cc2)C1c1ccc(C)cc1 (configuration not stated)	-2	-1	7	2.0	1	-6	-0.1	93	-1	5
35	CN1C(=S)N(c2ccccc2)C(=O)/C1=C/c1ccco1	7	7	8	-0.2	-3	-1	-0.2	97	1	3
36	C=CCn1c(C)cc(C(=O)CSc2ccc(NC(C)=O)cc2)c1C	-2	-16	1	-1.7	2	-2	0.1	95	-5	-3
37	Cn1c(=O)c(/C=C/c2ccc(F)cc2)nc2ccccc21	2	-3	-8	-2.6	4	-6	-0.1	100	-5	-11
38	COc1ccc2oc(C(=O)N(C)CCOc3ccccc3)c(C)c2c1	.	-3	-4	-1.8	-3	0	-0.1	99	-3	7
39	COC(=O)c1sc(NC(=O)CSc2nnnn2-c2cccc(OC)c2)nc1C	-3	1	8	8.7*	-2	3	-0.1	97	-6	3
40	O=C(c1ccc(Oc2ccc([N+](=O)[O-])cc2)cc1)N1CCCCCC1	-5	-4	-2	-0.4	-12	-2	0.5	94	2	-3
41	C=CCN=C(NC#N)SCC(=O)NC(C)(C)C	-1	0	-8	-3.4	-2	10	0.0	99	-2	-5
42	CCOC(=O)c1cnn(CCOC(=O)c2ccc(OC)cc2)c1NC(=O)c1ccc(OC)cc1	7	-1	-4	4.1	-4	-6	0.0	107	4	8
43	O=C(CC1=NC2(CCCC2)Cc2ccccc21)N1CCOCC1	-4	-1	0	-2.1	39	7	0.1	99	-12	3
44	Nc1ccc2c(c1)C(=NO)c1ccccc1-2	-24	-2	-9	0.8	-5	8	0.0	93	5	21
45	COc1ccc(C(=O)N/C(=C\c2cccs2)C(=O)N2CCN(C)CC2)cc1OC	-5	3	-5	-2.0	-10	-3	-0.2	100	-1	14
46	CC1(C)CC2(CC(c3cccs3)c3cc(Cl)c(O)cc3O2)NC(=S)N1 (configuration not stated)	0	1	-4	-2.5	-2	-1	0.3	97	-15	4
47	O=[N+]([O-])c1ccc(C2=NCCO2)cc1	-2	2	4	-0.4	-1	2	0.1	102	-5	14
48	Cc1nc(SCC(=O)Nc2ccccc2)c2oc3ccccc3c2n1	1	0	-4	8.1	-2	-2	0.1	92	2	-2
49	CC(CSc1nnnn1-c1ccccc1)Cn1c(N2CCCC2)nc2c1c(=O)[nH]c(=O)n2C (configuration not stated)	-1	-2	-2	3.2	0	-9	0.2	97	-6	8
50	CC(=O)N1c2ccc(S(=O)(=O)NCC3CCC(C(=O)Nc4cc(C)ccn4)CC3)cc2CC1C (configuration not stated)	-17	-1	0	-1.3	0	5	0.3	94	-3	9
51	COc1ccc(C(=O)NC(CC(C)C)C(=O)O)cc1OC (configuration not stated)	22	3	-7	-3.1	-1	-8	-0.2	93	-2	8
52	COc1ccccc1NC(=O)CSc1nccn1Cc1ccc(F)cc1	0	4	0	-3.4	0	-13	0.0	90	6	-6
53	Cc1cccc2sc(NNC(=O)C3=COCCO3)nc12	-3	-1	-6	-0.3	-3	-22	0.0	97	2	-12
54	CN(C(=O)Cn1cc(C#N)c2ccccc21)c1ccccc1	-5	0	-17	-1.7	-2	-6	0.0	89	1	-4
55	O=C(NC1CCCC1)c1cc2c(ccc3ccccc32)o1	3	-5	3	0.3	-6	0	1.2	89	5	10
56	O=C(CSc1ncnc2c1cnn2CCc1ccccc1)Nc1cccc(C(F)(F)F)c1	5	-3	11	1.4	83*	-7	0.1	92	-5	1
57	CC(C)Oc1ccc(CCC(=O)NNC(=S)Nc2ccccc2)cc1	-9	0	-6	-2.5	8	9	0.2	88	-1	23
58	COc1ccc(N2CCN(Cc3nc4ccccc4c(=O)[nH]3)CC2)cc1	2	2	-16	-2.4	0	0	0.0	98	1	11
59	Cc1ccc(-c2cc(C(=O)OCC(=O)Nc3cc(C)on3)c3ccccc3n2)c(C)c1	0	0	11	12*	-1	-7	-0.3	98	-5	19
60	COc1ccc(-c2noc(CCC(=O)N3CCN(c4ccc(Cl)cc4)CC3)n2)cc1	-16	-2	-10	1.9	2	-5	-0.3	100	-6	3

(list continues)
No.	Molecule	Vif imaging	Glyco luc inh	NOD2-RIPK2 inh	MC4R barr agon	Granule exo inh	TLR9-MyD88 block	aDG glyco up	ABCB6 inh 2	ABHD5 PLIN5 PPI	MC4R antagonist
61	Cc1ccnc(NC(=O)CCC(=O)N(CC(=O)NC2CCCCC2)c2cccc(C)c2C)c1	-3	2	2	1.4	1	7	0.2	94	-1	7
62	O=C(COc1ccccc1Cl)Nc1ccc(C(=O)N2CCCCC2)cc1	1	-1	10	1.4	-2	4	0.0	99	-2	9
63	CC1(C(=O)NS(=O)(=O)Cc2cccc(Cl)c2)CCN1C(=O)CCc1cccs1 (configuration not stated)	-12	0	-5	0.1	2	.	0.1	94	-4	-5
64	Nc1ccc(N=Nc2ccc(O)cc2)c(N)n1	-9	-7	2	-3.3	-5	5	-0.1	93	-3	0
65	Cc1cccc(C)c1-n1nnnc1C1(C)CCC(=O)N1CC(F)(F)F (configuration not stated)	.	.	4	.	-7	.	1.7	91	15	.
66	COc1ccc(-c2cc(C(F)(F)F)nc(SCC(=O)NCc3cccs3)n2)cc1OC	.	1	-2	0.6	1	5	0.3	97	-2	17
